RXFP1 antag – antagonists of human relaxin receptor RXFP1 | HEK293-RXFP1, relaxin-stimulated cAMP HTRF, 30 min; stronger effect = lower value | 350,000 tested, 0.59% active | Q9HBX9 | activity change, negative = inhibition, % at 57.5 µM;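 active = activity change of -60% or lower, but not beyond a set lower limit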; also: % is scaled to controls: 0 for no effect and ±100 for the full control effect
RXFP1 agonist – activates the human relaxin receptor RXFP1; Q9HBX9; HEK293T-RXFP1 cAMP TR-FRET, 30 min; response scale: percent of porcine relaxin response, buffer zero; Potency, µM (series often up to 57.5 µM), without a hit: top-dose activation, actives largely listed as activators; 370,000 tested, 0.3% active; active = well fitted activation curve with a large enough effect; also: potency is read from the fitted curve at half-maximal effect; % is scaled to controls: 0 for no effect and ±100 for the full control effect; nearly all actives have a fitted effect of over 60% in size; many of its hits are not listed in these tables
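cAMP rise read by TR-FRET after 30 min, 37C compound exposure (up to 58 uM) in RXFP1-transfected HEK293 cells with Ro 20174 present. EC50 from Hill-equation fits, with 29 nM porcine relaxin as 100% and buffer as basal.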
D1 antagonist – human D1 dopamine receptor antagonism. P21728. HEK293 TREx D1 cells, calcium flux, dopamine EC80; stronger effect = lower value. activity change, negative = inhibition, % at 10 µM. 360,000 tested, 3.2% active. AID 504652; in the data active = activity change below about -30%; also: % is scaled to controls: 0 for no effect and ±100 for the full control effect
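Antagonism measured as reduced calcium response to an EC80 dopamine addition following 180 s compound pre-read; cells were inducible HEK293 Trex D1 plated overnight at 30 C, read kinetically at 1 cycle/sec.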
D2 PAM – D2 dopamine receptor (human) potentiation; P14416; HEK293 T-REx D2, calcium flux, EC20 dopamine potentiation; potentiation, % at 10 µM; 340,000 tested, 0.34% active;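 active = potentiation over 3 SD above the plate norm, cut at about 30% in these data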; also: 0% is about no effect
Target sequence (P14416 whole entry, looked up): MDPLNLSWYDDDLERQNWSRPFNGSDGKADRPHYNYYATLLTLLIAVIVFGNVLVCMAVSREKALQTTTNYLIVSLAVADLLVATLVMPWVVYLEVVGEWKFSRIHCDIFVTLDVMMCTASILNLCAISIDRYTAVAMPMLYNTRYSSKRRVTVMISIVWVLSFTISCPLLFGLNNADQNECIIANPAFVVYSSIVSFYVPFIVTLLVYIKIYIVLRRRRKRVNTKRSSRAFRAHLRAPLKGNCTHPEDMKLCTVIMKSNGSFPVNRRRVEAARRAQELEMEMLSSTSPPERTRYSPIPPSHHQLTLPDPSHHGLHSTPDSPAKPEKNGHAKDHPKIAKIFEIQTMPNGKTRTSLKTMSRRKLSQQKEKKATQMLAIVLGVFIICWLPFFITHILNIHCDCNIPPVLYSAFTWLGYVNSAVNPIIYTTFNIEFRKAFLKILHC
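Tetracycline-induced HEK293 T-REx cells force-coupled to calcium signalling expressed D2; compounds were pin-added after a 10 s baseline, read kinetically 180 s, then an EC20 dopamine challenge followed with a further 180 s calcium read.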
D1 agonist – activates the human D1 dopamine receptor | P21728 | HEK293 T-REx D1 cells, calcium flux, agonist mode | activation, % at 2 µM | 360,000 tested, 1% active; in the data active = activation above about 30%; also: 0% is about no effect
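Inducible HEK293 T-REx D1 cells, force-coupled to calcium signalling, were plated at 4000 cells/well with tetracycline and held overnight at 30 C. After no-wash calcium dye loading, compound-evoked calcium rise over 180 s flagged agonists.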
TRHR enhancer – TRH receptor (human) allosteric enhancement. P34981. enhancement, % at 2 µM. 360,000 tested, 0.66% active. TRHR cells, fluo-8 calcium fluorescence, EC20 TRH enhancement; in the data active = enhancement above about 30%; also: 0% is about no effect
Target sequence (P34981 whole entry, looked up): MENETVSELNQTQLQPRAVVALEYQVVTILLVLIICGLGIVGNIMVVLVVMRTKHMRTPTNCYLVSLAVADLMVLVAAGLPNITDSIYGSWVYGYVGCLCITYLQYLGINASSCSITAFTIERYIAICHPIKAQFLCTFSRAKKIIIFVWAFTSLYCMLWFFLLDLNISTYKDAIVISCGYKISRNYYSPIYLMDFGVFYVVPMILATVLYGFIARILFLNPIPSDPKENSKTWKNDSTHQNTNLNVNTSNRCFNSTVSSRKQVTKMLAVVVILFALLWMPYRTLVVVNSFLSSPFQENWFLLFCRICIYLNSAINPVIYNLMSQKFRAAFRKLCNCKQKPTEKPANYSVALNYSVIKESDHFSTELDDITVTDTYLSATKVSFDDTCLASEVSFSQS
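Enhancer read-out: after compound pinning and an initial kinetic agonist-mode read, an EC20 of TRH (10 nM final) was injected and fluo-8 calcium signal (Ex 480/Em 530) followed at 1 s/cycle for 100 cycles in TRHR-expressing cells.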
D2 agonist – activates the human D2 dopamine receptor; activation, % at 2 µM; 340,000 tested, 0.53% active; AID 485358; HEK293 T-REx D2 cells, calcium flux agonist mode; P14416;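 active = activation over 3 SD above normal in the single-dose calcium agonist read, cut at about 30% in these data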; also: 0% is about no effect
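Tetracycline-induced HEK293 T-REx cells with force-coupled D2 receptor, plated overnight at 30 C, loaded with no-wash calcium dye. After a 10 s baseline, compound was pin-added and calcium flux read kinetically for 180 s; calcium rises flagged agonists.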
D1 PAM – enhances dopamine response at the human D1 receptor; P21728; HEK293 TREx D1 cells, calcium flux, dopamine EC20 potentiation; potentiation, % at 10 µM; 360,000 tested, 0.036% active; in the data active = potentiation above about 30%; also: 0% is about no effect
D2 antagonist – antagonists of human D2 dopamine receptor; P14416; HEK293 TREx D2 cells, calcium flux, dopamine EC80; inhibition, % at 10 µM; 340,000 tested, 2% active; in the data active = inhibition above about 30%; also: 0% is about no effect
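In this primary screen, negative modulation is detected by tracking calcium flux after an EC80 dopamine challenge in inducible HEK293 T-REx D2 cells preexposed to test compound for 180 s.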
Active calls of the source: *; . = not tested or not shown.

SMILES | RXFP1 antag | RXFP1 agonist | D1 antagonist | D2 PAM | D1 agonist | TRHR enhancer | D2 agonist | D1 PAM | D2 antagonist
Cc1ccccc1C(=O)NC1(C(F)(F)F)C(=O)Nc2c1c(=O)[nH]c(=O)n2CCc1ccccc1 (stereo not given) | 5 | 6.0% | -5 | -10 | 0 | -3 | -0.1 | -5 | .
CC1CCc2sc(C(=O)N=Nc3c(O)[nH]c4ccccc34)cc2C1 (stereo not given) | . | 0.0% | -4 | -3 | 0 | -4 | 0.5 | 0 | -6
Fc1ccc(Nc2nc(N/N=C/c3ccco3)nc(N3CCCCC3)n2)cc1 | -9 | -1.7% | -1 | -6 | 1 | -2 | 2.5 | -4 | 1
CCCc1nnc(SCC(=O)N2CCCC(C)C2)n1CC1CCCO1 (stereo not given) | 10 | 2.1% | -5 | 16 | 3 | 11 | -0.3 | 0 | 4
COc1ccc(CN2CCN(C(=O)c3ccc(CNS(=O)(=O)c4ccc(C)cc4)cc3)CC2)c(OC)c1OC | -6 | 2.2% | -30* | -5 | 7 | -4 | 0.4 | -8 | -4
CCC(=O)Nc1ccc2nc(SCCOc3ccccc3)sc2c1 | . | 12% | -8 | . | 4 | 2 | 0.0 | -1 | .
O=C(O)c1ccc2[nH]c3c(c2c1)CCCC3 | 6 | 2.1% | -22 | 0 | 3 | 8 | -0.7 | 2 | -22
CCOc1ccc2nc(N3CCCC(C(=O)Nc4ccc(CC)cc4)C3)sc2c1 (stereo not given) | -12 | 1.2% | -6 | 1 | -1 | 3 | . | 0 | .
CCc1ccc(C(=O)Nc2ccc3nn(-c4ccc(C)c(Cl)c4)nc3c2)cc1 | . | -1.3% | 6 | 19 | -1 | 2 | 0.6 | 1 | .
Cc1[nH]n(-c2ccccc2)c(=O)c1N=Nc1ccc2c(c1)OCO2 | -14 | -2.0% | -35* | -15 | 1 | -4 | 0.4 | -9 | -9
Cc1cc(=O)[nH]c(SCC(=O)Nc2ccccc2[N+](=O)[O-])n1 | -13 | -1.1% | 2 | 3 | 4 | -1 | -1.8 | 4 | -4
Cc1[nH]nc(Nc2ccc(O)cc2)c1[N+](=O)[O-] | -11 | 1.5% | -7 | 11 | 3 | 1 | 0.9 | 4 | -5
Cc1c(C(=O)N(Cc2ccccc2)C2CCS(=O)(=O)C2)oc2ccccc12 (stereo not given) | -5 | 2.2% | -12 | 5 | 4 | -4 | -0.4 | -7 | -11
Cc1nn(-c2ccccc2)nc1CNC(=O)C1CC1 | -1 | -0.3% | -2 | -15 | 2 | 1 | 0.0 | -4 | -10
Cc1ccc(-c2ccc(=O)n(CC(=O)NCCN3CCCCC3C)n2)cc1 (stereo not given) | -19 | -2.8% | -16 | -5 | 2 | -12 | -0.5 | -11 | -22
C#CCN(C(=O)c1ccc(OC2CCN(C(=O)CCOC)CC2)cc1)C1CCCCC1 | 2 | 1.8% | -4 | 18 | 13 | -4 | -0.7 | -6 | -1
NC1=NC(=O)C(Cc2ccc(OC(F)(F)F)cc2)S1 (stereo not given) | 10 | 0.0% | 3 | . | 5 | 3 | . | -3 | .
O=c1c2ccccc2n(Cc2cccc(Cl)c2)c(=O)n1Cc1ccccc1 | -17 | -0.3% | -4 | 22 | 11 | 2 | -3.0 | 0 | .
Cc1ccc(-n2nc(CO)c(C(=O)NCc3cccs3)n2)cc1C | -22 | 1.2% | -13 | 2 | 0 | 10 | . | 0 | .
Cc1cc(=O)n(-c2ccc(Cl)cc2)c(=O)[nH]1 | -3 | 5.4% | 0 | 1 | 6 | 3 | 0.5 | 1 | -8

Rewritten with values under each structure: 7 of the compounds above
Values in the order – RXFP1 antag	RXFP1 agonist	D1 antagonist	D2 PAM	D1 agonist	TRHR enhancer	D2 agonist	D1 PAM	D2 antagonist
O=C(O)c1ccc2[nH]c3c(c2c1)CCCC3
 : 6	2.1%	-22	0	3	8	-0.7	2	-22
CCOc1ccc2nc(N3CCCC(C(=O)Nc4ccc(CC)cc4)C3)sc2c1 (stereo not given)
 : -12	1.2%	-6	1	-1	3	.	0	.
CCc1ccc(C(=O)Nc2ccc3nn(-c4ccc(C)c(Cl)c4)nc3c2)cc1
 : .	-1.3%	6	19	-1	2	0.6	1	.
Cc1[nH]n(-c2ccccc2)c(=O)c1N=Nc1ccc2c(c1)OCO2
 : -14	-2.0%	-35*	-15	1	-4	0.4	-9	-9
Cc1cc(=O)[nH]c(SCC(=O)Nc2ccccc2[N+](=O)[O-])n1
 : -13	-1.1%	2	3	4	-1	-1.8	4	-4
Cc1[nH]nc(Nc2ccc(O)cc2)c1[N+](=O)[O-]
 : -11	1.5%	-7	11	3	1	0.9	4	-5
Cc1c(C(=O)N(Cc2ccccc2)C2CCS(=O)(=O)C2)oc2ccccc12 (stereo not given)
 : -5	2.2%	-12	5	4	-4	-0.4	-7	-11

Other entries follow:
SMILES | RXFP1 antag | RXFP1 agonist | D1 antagonist | D2 PAM | D1 agonist | TRHR enhancer | D2 agonist | D1 PAM | D2 antagonist
O=C(O)Cc1ccc(NC(=O)Nc2ccc(Br)cc2)cc1 | 4 | -2.2% | -8 | 6 | 7 | 2 | -2.7 | -2 | 1
Cc1ccc(OCc2nnc(SCC(=O)Nc3cccc4ccccc34)n2-c2ccccc2)cc1 | -2 | 3.3% | 16 | 23 | 3 | 1 | -0.8 | 8 | 3
Cc1ccc(-c2cc(C(=O)Nc3cnn(C45CC6CC(CC(C6)C4)C5)c3)no2)cc1 | -25 | 1.4% | 11 | -3 | 3 | -6 | -0.1 | 2 | -11
CC(=O)Nc1ccc(NC(=O)C(C)Sc2nc3nc(C)cc(C)n3n2)cc1 (stereo not given) | -7 | 3.7% | 10 | 6 | 1 | 2 | 0.2 | 2 | 5
CN1C(=O)[C@@H]2[C@H](C1=O)[C@@H]1C(=O)Nc3ccccc3C(=O)N1[C@@H]2c1ccc(F)cc1 | . | -0.9% | 1 | 1 | 0 | 0 | -0.1 | -1 | 12
CCCCN1C(=O)NC(NC(=O)c2ccco2)(C(F)(F)F)C1=O (stereo not given) | -2 | -0.1% | -9 | 8 | -1 | 9 | 0.0 | 6 | -11
COc1ccc(-n2c(-c3ccc(Cl)cc3)c[n+]3c2CCc2ccccc2-3)cc1 | -14 | 3.1% | -8 | 3 | 2 | -7 | -0.1 | -4 | -4
CCOC(=O)C1=C(O)/C(=C/c2ccccn2)SC1=Nc1ccc(Cl)cc1 | -6 | 2.3% | -33* | 3 | 2 | 12 | -1.1 | -7 | -5
COc1cccc(OC)c1C(=O)Nc1cc(C)nn1-c1nc2ccccc2[nH]1 | -9 | 0.7% | . | -5 | 0 | 2 | -1.1 | -2 | -1
CC(C)(C)C(=O)/C=C(\N)c1ccccn1 | -7 | -0.6% | -17 | -14 | -3 | 15 | -0.6 | -5 | -28
Cc1nn(C)c(C)c1CN(Cc1nc(CCC(C)C)no1)C(C)C | 4 | 1.8% | -11 | -6 | 13 | 1 | -0.6 | -5 | 7
CC(NC(=S)Nc1ccccc1Cl)C(c1ccccc1)N1CCOCC1 (stereo not given) | 1 | 2.6% | 11 | 14 | 0 | 0 | -1.4 | 1 | -9
CCn1c(C)nc2cc(C(=O)NNC(=S)Nc3ccc(OC)cc3)ccc21 | -8 | 2.4% | 7 | -2 | 0 | 1 | 2.3 | -6 | -20
COc1ccccc1C(=O)NCCC(=O)NCC(c1ccco1)N1CCCC1 (stereo not given) | -5 | -2.3% | 1 | -5 | 1 | 1 | -0.1 | -2 | 14
COCC(=O)OCC(=O)N1N=C(c2ccc(Cl)cc2)CC1c1ccco1 (stereo not given) | 13 | -0.5% | -10 | 3 | 1 | -4 | -0.3 | -6 | -3
O=C(Nc1ccc2nsnc2c1)N1CCCCCC1 | -1 | 0.5% | 0 | 7 | 2 | 6 | -0.2 | -3 | 1
O=c1[nH]nc(SCc2nc3ccccc3s2)n1C1CC1 | -2 | 5.1% | -18 | 12 | 4 | 17 | 1.7 | -10 | -17
CCN(CC)C(=O)CN(c1cc2c(cc1OC)oc1ccccc12)S(=O)(=O)c1ccccc1 | 0 | 2.0% | -68* | 7 | 2 | -4 | 1.0 | -11 | 19
O=C(COC(=O)C12CC3CC(CC(C3)C1)C2)NC12CC3CC(CC(C3)C1)C2 | -12 | -0.2% | 19 | 11 | 0 | 4 | -0.4 | 9 | -7
CCOc1cc(C(c2c(C)[nH][nH]c2=O)c2c(C)[nH][nH]c2=O)ccc1OCc1ccc([N+](=O)[O-])cc1 | -34 | -0.3% | 1 | -9 | 1 | -4 | 0.6 | -2 | 28
C=CCNc1nc2ccccc2c(=O)[nH]1 | 15 | 4.0% | -3 | 18 | 2 | 1 | -0.3 | -2 | -7
CCN(CC)CCCNC(=O)c1cc2c(=O)n(CC)c3ccccc3c2s1 | -3 | 5.4% | -3 | -4 | 3 | -6 | -0.4 | 0 | 5
CCOC(=O)c1sc2c(c1C)c(=O)n(Cc1ccccc1)c(=O)n2CCN(C)C | -10 | 6.1% | 2 | -8 | 3 | -11 | -0.5 | -1 | -11
COc1ccc(OC)c(C2CC(=O)c3c([nH]c(C(=O)OC4CCC(C)CC4)c3C)C2)c1 (stereo not given) | -28 | 5.5% | 9 | 16 | 4 | 3 | -0.5 | -3 | .
CCOC(=O)c1cc(NC(=O)c2c(C)noc2C)cc(C(=O)OCC)c1 | -14 | 1.7% | 20 | 5 | 0 | 8 | -0.1 | -4 | 5
CCOc1cccc(NC(=O)C2CCCN(S(=O)(=O)c3ccc(-n4cnnn4)cc3)C2)c1 (stereo not given) | 4 | 0.9% | -13 | -10 | 0 | -4 | -0.1 | -4 | 6
COc1ccc(C)cc1NC(=O)c1ccc2c(c1)N(Cc1cccc(Cl)c1)C(=O)c1ccccc1S2=O (stereo not given) | -15 | -1.1% | 6 | 24 | 4 | 10 | . | -6 | .
Cc1ccc(C)c(OCCn2cc(C(=O)c3ccco3)c3ccccc32)c1 | -13 | 1.7% | 1 | 5 | 5 | -3 | -0.8 | -6 | .
CCOC(=O)c1c(NC(=O)CS(=O)(=O)c2ccc(Cl)cc2)sc2c1CCCC2 | -7 | -0.9% | . | -8 | 0 | -5 | -3.5 | -2 | .
O=C(NC(=O)c1cc(OCC(F)(F)F)ccc1OCC(F)(F)F)Nc1ccccc1 | 6 | 0.3% | -35* | 7 | 21 | -7 | 2.4 | -5 | -3
CC(C)CC[n+]1ccccc1/C=C/c1ccc(N(C)C)cc1 | 9 | 6.9% | 1 | 11 | 19 | -5 | 10 | 0 | 5
CCCCC(CC)CNC(=O)c1ccc2c(=O)n(Cc3ccc(OC)cc3)c(=O)[nH]c2c1 (stereo not given) | . | 1.2% | -3 | -1 | 3 | 3 | . | 0 | .
COc1ccc2oc(C(F)(F)C(F)F)cc(=O)c2c1 | -4 | 1.6% | -4 | -1 | 1 | -1 | 0.3 | 1 | 0
O=C(CN1CCc2ccccc2C1)NCC(=O)Nc1ccc(F)cc1 | -21 | 0.2% | 23 | -1 | 2 | -2 | -0.5 | -6 | 2

High-throughput results (PubChem)

A portion of the library; count on the stated rates, not on these rows.
